Bioassay records as filed in PubChem BioAssay.
HIF act: HIF pathway transcriptional activation | U2OS HRE-luciferase reporter, luminescence; normalized: DMSO 0%, desferrioxamine 100% | activation, % at 7.5 µM (by protocol) | 300,000 tested, 0.32% active | AID 1910;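 active means mean activation of at least 10% of the iron chelator positive control signal, with at least half of replicates also reaching 10%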
HSP90 refold inh: blocks HSP90-mediated luciferase refolding in reticulocyte lysate. Rabbit reticulocyte lysate, luciferase refolding luminescence, 3 h. inhibition, % at 5.6 µM. 290,000 tested, 0.91% active. AID 1789;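 active means inhibition above the screen-wide mean plus 3 SD, computed separately per campaign, cut at about 16% in these data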;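 further: 0% = DMSO wells and 100% = 60 µM geldanamycin wells; inhibitors lower the luminescence because luciferase stays unfolded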
KLF5 inh: kruppel-like factor 5 inhibition; DLD-1 KLF5 promoter-luciferase reporter, luminescence; inhibition, % at 5 µM; 290,000 tested, 0.23% active; AID 1700;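 active means inhibition above a per-plate limit of that plate's mean compound inhibition plus 3 SD, cut at about 60% in these data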;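 further: 0% = DMSO wells and 100% = LY294002 at 200 µM; higher means less KLF5 promoter-driven luciferase light; inactives centre near -14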
aSyn UTR inh: MLPCN primary screen, SNCA 5' untranslated region; alpha-synuclein 5'UTR reporter, inhibitor activity; inhibition, % (tested at 7.5 µM); 300,000 tested, 0.82% active; AID 1813; in the data active means inhibition above about 60%;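 further: H4 neuroglioblastoma cells stably carrying SNCA 5'UTR luciferase fusion; 0% = DMSO wells and 100% = positive control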
GSK3beta inhib: human GSK3beta kinase inhibition; GST-GSK3beta kinase, ADP-Glo luminescence, 60 min; hits give low values; activity score (negative = inhibition), % at 10 µM; 300,000 tested, 0.038% active; P49841;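 active means more than half of replicate wells score below -50%, meaning over 50% inhibition versus plate controls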;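 further: 0% = median DMSO wells and -100% = median GW8510 positive control wells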
Target sequence (P49841 whole entry, looked up): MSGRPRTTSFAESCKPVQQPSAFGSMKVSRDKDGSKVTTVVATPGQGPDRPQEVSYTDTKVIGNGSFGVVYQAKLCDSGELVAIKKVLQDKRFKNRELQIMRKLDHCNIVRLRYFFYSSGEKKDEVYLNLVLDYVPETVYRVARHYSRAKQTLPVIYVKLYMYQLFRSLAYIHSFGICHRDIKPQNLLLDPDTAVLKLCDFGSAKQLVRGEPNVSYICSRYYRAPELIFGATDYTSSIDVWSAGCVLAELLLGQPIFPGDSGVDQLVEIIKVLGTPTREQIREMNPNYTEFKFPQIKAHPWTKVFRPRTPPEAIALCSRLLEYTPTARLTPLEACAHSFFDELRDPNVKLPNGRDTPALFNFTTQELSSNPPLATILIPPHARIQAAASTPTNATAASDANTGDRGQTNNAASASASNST
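Assay system: GST-tagged human GSK3beta kinase, cell-free; Input: 1.6 ng GSK3beta; Medium: Tris/MgCl2 kinase buffer; Timing: 60 min enzyme reaction, room temperature; Signal: ADP-Glo luminescence quantifying ADP generated by kinase; Evaluation: score relative to plate controls; Benchmarks: DMSO neutral wells and GW8510 at 20 µM as positive.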
AI-2 QS mod: modulates the Vibrio harveyi AI-2 quorum sensing system; Vibrio harveyi JMH597 AI-2 luminescence/OD600 ratio, 9 h; hits give low values; strain lacks LuxN and CqsS sensors; 0 = neutral-control median; activity change, % at 7.5 µM; 300,000 tested, 0.4% active; in the data active means activity change below about -75%, passing the limit was not always enough;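 further: luminescence divided by OD600 gain over 9 h not by final OD600 alone; inactives centre near 13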
HSF1 activator: increases HSF-1 driven luciferase reporter signal; NIH3T3-HGL HSF-1 luciferase reporter, MG132, 8 h; 100% = twice DMSO control signal; activation, % at 9 µM; 300,000 tested, 1.7% active;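 active means mean replicate activation of at least 50% with a set share of replicates each reaching 50%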;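 further: 0% = median of the neutral control wells and 100% = twice that signal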
GSK3A inh: blocks human GSK-3 alpha kinase | P49840 | ADP-Glo luminescence, 60 min | inhibition, % at 10 µM | 320,000 tested, 0.1% active;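 in the data active means inhibition above about 50%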;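 further: GST-tagged GSK-3 alpha with peptide substrate and 25 µM ATP; 0% = DMSO neutral wells and 100% = GW8510 positive control wells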
Target sequence (P49840 whole entry, looked up): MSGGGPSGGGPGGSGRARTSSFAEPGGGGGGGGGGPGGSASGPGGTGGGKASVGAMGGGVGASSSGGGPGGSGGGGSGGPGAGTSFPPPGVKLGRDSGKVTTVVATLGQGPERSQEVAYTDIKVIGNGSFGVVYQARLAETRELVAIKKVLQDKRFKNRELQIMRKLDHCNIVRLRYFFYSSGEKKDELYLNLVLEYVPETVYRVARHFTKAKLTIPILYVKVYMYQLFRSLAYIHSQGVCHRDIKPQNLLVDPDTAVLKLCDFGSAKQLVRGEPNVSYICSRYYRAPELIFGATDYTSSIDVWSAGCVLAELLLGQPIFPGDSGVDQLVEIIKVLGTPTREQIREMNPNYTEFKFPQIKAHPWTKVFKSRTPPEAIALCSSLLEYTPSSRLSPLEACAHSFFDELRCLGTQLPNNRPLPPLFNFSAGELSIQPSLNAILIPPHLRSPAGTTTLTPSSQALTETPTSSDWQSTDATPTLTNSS
HSF1 inh: HSF1 inhibition; NIH3T3-HGL HSE-luciferase, MG132-induced, luminescence 8 h; hits give low values; activity change, negative = inhibition, % at 7.5 µM (by protocol); 300,000 tested, 0.77% active;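 active means more than half of replicate wells show activity change below -50%, luminescence cut by over half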;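 further: luciferase reports HSF-1 transcriptional activity via heat shock element; 0% = median of DMSO wells and -100% = zero luminescence signal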
IEC-6 tox: kills IEC-6 intestinal cells in KLF5 counter-screen; 290,000 tested, 0.78% active; inhibition, % at 5 µM; AID 1825; IEC-6 cytotoxicity, luminescence viability; in the data active means inhibition above about 22%;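 further: 0% = plate median of test compound wells and 100% = cytotoxic reference compound wells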
Starred values were filed as active, the others as inactive; . = no result given.

SMILES	HIF act	HSP90 refold inh	KLF5 inh	aSyn UTR inh	GSK3beta inhib	AI-2 QS mod	HSF1 activator	GSK3A inh	HSF1 inh	IEC-6 tox
COCCNc1nc(C(C)(C)C)nc2c1nnn2Cc1ccccc1Cl	-0.3	0	8	12	-7	2	-11	.	4	-2
Cc1cc(C)n(CCC(=O)N/N=C/c2ccc(O)cc2O)n1	2.5	-1	-29	-1	-21	22	15	.	-2	2
Cc1c(Cc2c(C)n(C)n(-c3ccccc3)c2=O)c(=O)n(-c2ccccc2)n1C	-0.7	4	-6	-1	5	15	-10	-1	1	2
COc1cc(C2CC(=O)c3cnc(N4CCN(Cc5ccccc5)CC4)nc3C2)cc(OC)c1OC (stereo unspecified)	-0.4	1	-9	-10	0	-1	-7	-2	-4	2
CN(C)C(CNC(=O)c1ccccc1OCc1ccc(Cl)cc1)c1ccco1 (stereo unspecified)	-20	.	.	-3	0	22	46	-4	22	.
CC(C)n1c(O)c(N=Nc2ccccn2)c2ccccc21	0.0	-7	-14	-77	1	11	3	-3	-4	4
Cn1c(=O)cc(SCC(=O)Nc2ccccn2)c2ccccc21	-0.9	2	-37	-12	3	14	-1	7	-11	-4
CSCCC(NC(=O)c1ccco1)C(=O)Nc1ccc(C)c(S(=O)(=O)N2CCOCC2)c1 (stereo unspecified)	-1.8	.	.	7	-2	26	-3	-1	6	.
CS(=O)(=O)c1ccc(Cl)c(NC(=O)COC(=O)c2ccc(-n3cnnn3)cc2)c1	0.3	.	.	-18	.	.	-2	-1	1	.
CC1CCN(c2ccc3nnc(CCC(=O)Nc4ccc(F)cc4)n3n2)CC1	0.2	0	-21	34	0	23	2	0	-3	7
Cn1c(NCc2cc(Br)ccc2O)nc2ccccc21	0.8	-4	-24	-27	1	0	-3	-2	-13	-4
Cc1nn(C(C)(C)C)c(OC(=O)c2ccc(Br)o2)c1Sc1ccccc1	0.1	1	-30	-32	3	11	8	0	-4	2
COc1ccc(-c2cc3nc(C)c(CCC(=O)NCc4ccco4)c(C)n3n2)c(OC)c1	0.0	1	2	15	0	22	0	-3	1	4
Cc1ccc(C)c(Nc2nc3c(S(=O)(=O)c4ccccc4)nnn3c3ccccc23)c1	0.0	-1	-9	13	-1	14	2	-1	0	6
CC(OC(=O)c1ccccc1NCCO)C(=O)NC1CCCCC1C (stereo unspecified)	-0.7	.	.	0	-2	14	1	-2	6	.
Cc1ccc(/C=C/C(=O)OCC(=O)Nc2ccc3[nH]c(=O)[nH]c3c2)o1	0.0	.	.	-15	2	14	0	-2	-5	.
COP(=O)(OC)c1nc(-c2ccc(C)cc2)oc1N1CCCCC1	-0.6	-1	-15	22	2	14	-12	-1	0	8
O=C(Nc1ccc(Cl)cc1)N1CCSCC1	0.7	2	-20	-3	3	13	-10	-3	0	5
COC(=O)c1c(NC(=O)Cc2cccs2)sc2c1CCCC2	0.4	3	-21	3	-1	5	3	-5	8	-1
CN(C)C(CNc1ncnc2ccccc12)c1c(F)cccc1Cl (stereo unspecified)	-0.2	-5	-7	9	-2	8	7	1	-1	-2
COc1ccc(CC(=O)Oc2ccc(C)cc2Br)cc1OC	-0.6	-3	-40	-27	-2	15	13	3	5	-2
Cc1ccc(C2CC(c3ccc(F)cc3)Nc3nc(N)nn32)cc1 (stereo unspecified)	1.6	2	-32	0	0	1	-16	.	-11	-2
COc1ccc(NC(=O)Nc2cccc(C)n2)cc1	3.5	-4	-47	-201	-1	19	31	3	25	-4
O=C1NC(=Nc2ccc(O)cc2)S/C1=C/c1ccco1	5.0	2	-26	-88	2	8	6	2	2	-6
Cc1ccnc(NS(=O)(=O)c2ccc(NC(=O)c3ccc(S(=O)(=O)N4CCCC4)cc3)cc2)n1	-0.3	-3	-4	4	-8	8	-14	-2	0	2
COc1ccc2nc(N3C(=O)/C(=C/c4ccccc4)NC3=S)sc2c1	-0.4	1	7	-9	1	37	4	0	3	4
CSc1ccc(CNC(=O)C2CCC(=O)N(CCc3cccc(F)c3)C2)cc1 (stereo unspecified)	0.0	2	-4	-27	-3	14	37	-4	13	0
COC(=O)[C@H](Cc1c[nH]c2ccccc12)NC(=O)NCc1ccc(OC)c(OC)c1	-13	-2	-5	7	0	25	21	-2	-1	0
Oc1ccc(NCc2ccccc2OCc2ccccc2)cc1	-0.1	1	-41	-3	-4	14	18	-3	16	-3
COc1ccccc1-n1c(C)cc(SC)c(C(C)=O)c1=S	0.3	1	-1	9	0	3	7	.	1	-4

The last 2 compounds of the section before lead into the next.
SMILES	HIF act	HSP90 refold inh	KLF5 inh	aSyn UTR inh	GSK3beta inhib	AI-2 QS mod	HSF1 activator	GSK3A inh	HSF1 inh	IEC-6 tox
Oc1ccc(NCc2ccccc2OCc2ccccc2)cc1	-0.1	1	-41	-3	-4	14	18	-3	16	-3
COc1ccccc1-n1c(C)cc(SC)c(C(C)=O)c1=S	0.3	1	-1	9	0	3	7	.	1	-4
Cc1ccc(NC(=O)C2C3CCCCC32)cc1[N+](=O)[O-] (stereo unspecified)	-13	-2	-59	-99	0	-1	30	-1	18	5
COc1ccc(Oc2c(Cl)cnn(-c3ccccc3)c2=O)cc1	-0.1	1	-20	-40	4	9	-3	0	-5	1
CCCc1nc(-c2cc3ccc(C)cc3[nH]c2=O)no1	0.6	14	16	-48	-1	10	9	-4	0	-2
Oc1ccccc1-c1csc(-c2ccccc2)n1	1.7	-5	-13	-122	1	19	79*	0	56	8
C[C@H](N)C(=O)OCc1ccc([N+](=O)[O-])cc1	-0.2	5	-39	-9	1	23	-2	-2	-1	-6
CC(=O)Nc1c(O)nc(C)[nH]c1=O	-0.2	3	2	2	1	24	-2	-1	-2	3
Cc1ccc(NC(=O)CN(C)S(=O)(=O)c2ccc3c(c2)c(=O)n(C)c(=O)n3C)cc1	-0.5	2	-33	8	-6	-2	-22	2	-6	-1
CCOc1ccc(CN2CCNC(=O)C2CC(=O)NCCCn2ccnc2)cc1 (stereo unspecified)	-0.1	0	4	-7	4	18	-6	-2	-1	-1
C=CCC(=O)NC1CCCc2c1cnn2-c1cc(F)cc(F)c1 (stereo unspecified)	0.9	10	-5	9	-2	-1	-7	0	1	4
Cc1ccc(C(C(=O)NC2CCCCC2)N(CCC(C)C)C(=O)CNC(=O)c2ccco2)o1 (stereo unspecified)	-0.1	-1	-1	7	-2	3	0	8	10	0
CC1CC(C)CN(C(=O)c2cc3c(=O)n4ccccc4nc3s2)C1 (stereo unspecified)	0.6	-3	-18	-10	-2	4	-3	-2	-9	4
O=C(Nc1ccccc1)c1ccc2c(c1)CCN2S(=O)(=O)c1ccccc1	-0.5	3	-15	-21	2	-23	5	-3	1	1
CSCC[C@H](NC(=O)CCn1nnc2ccccc2c1=O)C(=O)O	-0.6	-2	-20	8	0	23	-5	-1	-3	-4
Cc1ccc2c(c1)sc1ncc(NC(=O)c3ccc(F)cc3)c(=O)n12	1.0	1	-27	0	-1	0	36	2	4	-6
COc1ccc2oc(C(=O)NC3CCCCC3)c(C)c2c1	2.6	-1	-160	-99	1	8	61*	1	37	7

2 entries from above in a different format.
| Molecule | HIF act | HSP90 refold inh | KLF5 inh | aSyn UTR inh | GSK3beta inhib | AI-2 QS mod | HSF1 activator | GSK3A inh | HSF1 inh | IEC-6 tox |
| --- | --- | --- | --- | --- | --- | --- | --- | --- | --- | --- |
| Oc1ccccc1-c1csc(-c2ccccc2)n1 | 1.7 | -5 | -13 | -122 | 1 | 19 | 79* | 0 | 56 | 8 |
| Cc1ccc2c(c1)sc1ncc(NC(=O)c3ccc(F)cc3)c(=O)n12 | 1.0 | 1 | -27 | 0 | -1 | 0 | 36 | 2 | 4 | -6 |

Individual results from the results shown.
Value for `Oc1ccccc1-c1csc(-c2ccccc2)n1` in HSF1 activator: 79*
Value for `C=CCC(=O)NC1CCCc2c1cnn2-c1cc(F)cc(F)c1` (stereo unspecified) in AI-2 QS mod: -1
Value for `O=C(Nc1ccccc1)c1ccc2c(c1)CCN2S(=O)(=O)c1ccccc1` in GSK3A inh: -3
Value for `CC(=O)Nc1c(O)nc(C)[nH]c1=O` in GSK3beta inhib: 1
Value for `COc1ccc2oc(C(=O)NC3CCCCC3)c(C)c2c1` in GSK3beta inhib: 1

The list goes on.
SMILES	HIF act	HSP90 refold inh	KLF5 inh	aSyn UTR inh	GSK3beta inhib	AI-2 QS mod	HSF1 activator	GSK3A inh	HSF1 inh	IEC-6 tox
Nn1cc(-c2ccccc2)nc1SCC(=O)NC1CCS(=O)(=O)C1 (stereo unspecified)	0.3	-1	-10	-10	3	6	8	-5	2	-2
CCCCCCCC1CC(/C(C)=N/NC(N)=O)OC1=O (stereo unspecified)	.	-1	-16	-21	3	12	4	2	-6	-3
CCSc1ncc(/C=N/Nc2ccc(Cl)cc2)n1C	5.8	0	-106	-181	2	4	24	0	30	-5
C=CCn1c(SCc2cc(=O)n3cc(C)ccc3n2)nnc1-c1cccc(C)c1	-2.8	0	-1	-9	3	-5	13	-1	1	-5
O=C(Nc1ccc(O)cc1)C1CCCN1S(=O)(=O)c1ccc(F)cc1 (stereo unspecified)	0.0	-7	8	3	-2	10	4	2	4	-1
O=c1[nH]c(-c2ccccn2)nc2ccccc12	1.7	-4	-126	-96	1	33	19	-3	-9	8
O=C(CCN1CCN(S(=O)(=O)c2ccc(Cl)cc2)CC1)Nc1ccccc1F	0.2	-2	-22	14	-3	35	-8	-6	-1	-5
Cc1ccc(NC(=O)N2C3CCCC2CC(NC(=O)C(C)(C)C)C3)cc1 (stereo unspecified)	-1.9	2	-40	-3	-4	5	-1	1	0	-2
CCCCCCOc1ccc(N2C(=O)CC(NCCc3ccc(S(N)(=O)=O)cc3)C2=O)cc1 (stereo unspecified)	-0.4	-1	-27	-3	2	27	-6	.	1	-2
Cc1cccc2cc(=O)[nH]c(C)c12	-0.2	1	-36	11	-1	29	-2	2	-5	8
CC(C)c1onc(C(=O)N(C)C2CCCCC2)c1[N+](=O)[O-]	0.3	-3	-12	-43	-4	11	1	-2	4	-1
CC#CCN(Cc1ccco1)C(=O)c1ccc(OC2CCN(Cc3ccccn3)CC2)cc1	-0.2	-1	-25	17	4	9	-9	0	-6	3
Cc1ccc(NC(=O)CNCC(c2ccccc2)N(C)C)cc1F (stereo unspecified)	-0.8	3	-10	4	3	15	-9	-3	-12	-3
Cc1cc(OCCCN2CCN(Cc3ccccc3)CC2)ccc1[N+](=O)[O-]	-0.2	3	-32	6	2	17	-18	-2	-11	4

3 entries out of the list above, arranged by the value under GSK3beta inhib, low to high:
Structure | GSK3beta inhib
CC(OC(=O)c1ccccc1NCCO)C(=O)NC1CCCCC1C (stereo unspecified) | -2
Cc1ccc(/C=C/C(=O)OCC(=O)Nc2ccc3[nH]c(=O)[nH]c3c2)o1 | 2
CCOc1ccc(CN2CCNC(=O)C2CC(=O)NCCCn2ccnc2)cc1 (stereo unspecified) | 4
